Screening data from PubChem BioAssay.
m5-HT2A agonist: agonists of mouse serotonin 5-HT2A receptor (HTR2A). 360,000 tested, 0.66% active. CHO-K1 mHTR2A beta-arrestin complementation, luminescence; percent of 30 µM serotonin response. activation, % at 7.6 µM. P35363;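 active = activation above a run cutoff, the mean activation of all tested compounds plus 3 SD, cut at about 14% in these data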;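 note: 0% = plate median of compound wells and 100% = 30 µM serotonin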
Target sequence (P35363 whole entry, looked up): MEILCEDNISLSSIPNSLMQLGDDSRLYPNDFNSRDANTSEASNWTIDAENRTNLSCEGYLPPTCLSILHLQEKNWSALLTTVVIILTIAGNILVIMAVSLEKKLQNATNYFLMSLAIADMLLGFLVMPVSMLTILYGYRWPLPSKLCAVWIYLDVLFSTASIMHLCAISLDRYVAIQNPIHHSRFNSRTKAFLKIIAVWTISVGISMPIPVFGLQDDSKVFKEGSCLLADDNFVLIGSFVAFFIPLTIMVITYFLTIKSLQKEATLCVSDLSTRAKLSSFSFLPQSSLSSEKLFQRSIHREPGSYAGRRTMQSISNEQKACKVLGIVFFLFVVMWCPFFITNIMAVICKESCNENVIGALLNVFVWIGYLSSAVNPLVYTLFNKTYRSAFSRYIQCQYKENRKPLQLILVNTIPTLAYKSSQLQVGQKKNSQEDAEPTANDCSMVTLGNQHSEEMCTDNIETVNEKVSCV
PDI turbidity: inhibitors of human protein disulfide isomerase; 350,000 tested, 0.052% active; P07237; inhibition, % at 10 µM; PDI insulin aggregation turbidity, A650, 90 min;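 active = mean inhibition across replicates of 30% or more, whatever share of single replicates reach that level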;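 note: absorbance from insulin aggregation driven by PDI reduction with DTT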
Shn3 inh set2: inhibitors of Schnurri-3 3'UTR reporter in osteoblasts | 360,000 tested, 0.52% active | AID 588674 | inhibition, % at 12.5 µM | Clone20 osteoblast Shn3 3'UTR firefly luciferase, 24 h;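 active = mean inhibition of at least 75% with every replicate also reaching 75%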;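 note: 0% = median of neutral control wells and 100% = pilot-screen positive control compound; some compounds past the cut are filed as inactive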
Cardio protect: protects H9c2 cardiomyocytes from peroxide injury | H2O2 injury protection, ATPLite, 2 h | protection from H2O2 cell death, % at 20 µM | 360,000 tested, 0.63% active | AID 588492;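 active = compounds giving at least 50% protection of heart cells from peroxide-induced death in the single-dose screen, raw or plate-pattern-corrected value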;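 note: 0% = DMSO wells with peroxide and 100% = DMSO wells without peroxide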
CaV13 FRET inh: Disruptors of the CACNA1D IQ motif to Ca2+-dependent inactivation inhibitor domain association, primary screening, Förster resonance energy transfer in intact living … | HEK cells, CFP/YFP FRET ICDI-IQ, plate reader, 10 min; percent FRET-ratio fall versus neutral wells | inhibition, % at 12.3 µM | 340,000 tested, 0.098% active | AID 743397;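 active = mean replicate inhibition of at least 30% and at least 1% of replicates passing that level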;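 note: 0% = median of the neutral control wells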
Peg3 promoter: Peg3 promoter activity inhibition. 360,000 tested, 1.7% active. inhibition, % at 20 µM. HeLa PEG-Prom luciferase reporter, luminescence, overnight. AID 588405;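 active = inhibition of at least 50% at 20 µM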
NR2E3 ag-1: agonists of human nuclear receptor NR2E3 | Q9Y5X4 | GST-NR2E3/biotin-RetCOR TR-FRET, 1536-well | inhibition of corepressor binding, % at 4.78 µM | 320,000 tested, 0.12% active | AID 2300;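 active = percent inhibition above the cutoff of mean plus 3 SD of all tested compounds, set per screening campaign, cut at about 20% in these data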;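 note: 0% = DMSO wells and 100% = biotin wells as full block of FRET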
Target sequence (Q9Y5X4 whole entry, looked up): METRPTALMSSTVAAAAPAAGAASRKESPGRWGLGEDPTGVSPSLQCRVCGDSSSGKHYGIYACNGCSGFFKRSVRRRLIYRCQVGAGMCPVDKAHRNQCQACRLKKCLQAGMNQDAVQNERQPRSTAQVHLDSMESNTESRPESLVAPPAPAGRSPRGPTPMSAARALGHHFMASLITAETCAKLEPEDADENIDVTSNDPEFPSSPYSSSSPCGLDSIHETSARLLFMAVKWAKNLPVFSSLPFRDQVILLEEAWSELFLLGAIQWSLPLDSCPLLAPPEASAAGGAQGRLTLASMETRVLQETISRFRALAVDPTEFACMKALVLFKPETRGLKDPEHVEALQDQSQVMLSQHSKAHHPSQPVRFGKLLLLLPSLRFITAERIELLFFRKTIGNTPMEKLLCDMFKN
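Assay system: NR2E3–RetCOR corepressor complex. Quantity: 1.35 nM GST-NR2E3. Buffer or medium: pH 7.5 Tris-based buffer. Reagent: biotinylated RetCOR corepressor at 7 nM final. Schedule: 5 h at 4 °C. Detection: TR-FRET, emission read at 617 and 671 nm. Replicates: one well per compound, singlicate testing.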
NR2E3 ag-2: agonists of human NR2E3 nuclear receptor; CHO-S Gal4-NCOR/VP16-NR2E3 two-hybrid, luciferase; inhibition of corepressor binding, % at 3.98 µM; 360,000 tested, 0.35% active; AID 602229;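 active = inhibition above the mean of all tested compounds plus 3 SD, cut at about 70% in these data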;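 note: 0% = DMSO with NR2E3 transfected cells and 100% = cells lacking NR2E3 construct; higher means lower luciferase signal from less NR2E3 corepressor binding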
HIF-2a inh: inhibitors of HIF-2a | 786-0 RCC cells HIF-2a reporter, luciferase luminescence, overnight | inhibition, % at 18.8 µM | 360,000 tested, 0.72% active | AID 624352;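 active = inhibition of the luminescence signal of 40% or more relative to plate controls, in a single-dose primary screen at 18.75 µM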
hiPSC survival: enhancers of human iPSC single-cell survival | hiPSC single-cell survival, ATPlite luminescence; 100% = ROCK inhibitor wells, 0% = DMSO | 360,000 tested, 0.044% active | AID 602274 | survival enhancement, % at 20 µM; in the data active = survival enhancement above about 18%;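 note: cells exposed to compounds for 16 hours before the ATP read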
TRPM1 prom inh: inhibitors of MITF-driven TRPM1 promoter in melanoma cells. SK-MEL-5 TRPM1 promoter luciferase, 24 h. inhibition, % at 12.5 µM. 330,000 tested, 0.83% active;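 active = mean inhibition across replicates of 60% or more, whatever share of single replicates reaches that level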; note: values of inactives mirror those of a sister screen read the other way
* = called active by the depositor; x = no result given.

SMILES | m5-HT2A agonist | PDI turbidity | Shn3 inh set2 | Cardio protect | CaV13 FRET inh | Peg3 promoter | NR2E3 ag-1 | NR2E3 ag-2 | HIF-2a inh | hiPSC survival | TRPM1 prom inh
COc1ccccc1NC(=O)Nc1nc(CC(=O)Nc2ccc(OC)c(OC)c2)cs1 | 3 | -3 | 15 | 44 | -14 | 13 | 2 | 3 | -32 | -0.3 | -1
Cc1ccccc1C(=O)c1cccn1CC(=O)NCCCN1CC(C)CC(C)C1 (configuration not stated) | -12 | 1 | -13 | -5 | -2 | -4 | 1 | -1 | 3 | -0.4 | 9
CCOC(=O)c1ccc(NC(=O)CSc2nnc(CNC(=O)c3ccco3)o2)cc1 | 3 | 0 | 7 | -3 | -2 | 0 | 0 | -52 | 2 | 0.5 | 2
O=S(=O)(Nc1ccc(S(=O)(=O)Nc2ncccn2)cc1)c1ccccc1 | -1 | -5 | -3 | 3 | -7 | -4 | 5 | -9 | 5 | -0.4 | -2
O=C(Nc1nc2ccccc2[nH]1)c1cccc([N+](=O)[O-])c1 | 2 | 0 | -71 | 1 | 6 | -253 | 4 | -76 | -235 | -5.0 | -26
CC(C)OCCCNC(=O)CN1CCN(Cc2ccccc2Cl)C1=O | 0 | -7 | -9 | 3 | x | -27 | 3 | -23 | 11 | -1.9 | -1
CCN(Cc1ccccc1)S(=O)(=O)c1c(C)[nH]c(C)c1C(=O)N1CCCC1 | -3 | 3 | -9 | 2 | -2 | 2 | 2 | 0 | 5 | -0.5 | -5
O=C(O)CCC(=O)N1CCN(S(=O)(=O)c2cccs2)CC1 | -5 | -20 | 1 | 9 | x | 7 | -3 | -18 | 14 | -0.2 | 0
CC(=O)N1CCN(c2ccccc2NC(=O)c2ccc(C#N)cc2F)CC1 | -1 | 2 | -6 | 0 | -6 | -5 | 3 | -22 | 5 | -0.4 | 8
Cc1cccc(CC2CC(=O)N(c3ccc(C)cc3Br)C2=O)c1 (configuration not stated) | -3 | 3 | 3 | 7 | 1 | 11 | 3 | -8 | 21 | -0.6 | -16
CCCCC(=O)N(C)c1c(CC)nc2c(OCCOc3ccccc3)cccn12 | 25* | 0 | 17 | -18 | -5 | 9 | x | 16 | 13 | -3.3 | x
Cn1c(-c2cccc([N+](=O)[O-])c2)cnc1NCc1cccc([N+](=O)[O-])c1 | -2 | 8 | 2 | 2 | 5 | 18 | 0 | -18 | 2 | -1.2 | -12
CC(C)CC(=O)NCCNC(=O)c1cc(OCC(F)(F)F)ccc1OCC(F)(F)F | -1 | -4 | -8 | -2 | x | -32 | 1 | 10 | -4 | 3.3 | 3
CCOc1ccc(NC(=O)c2cccc(NC(=O)c3ccccc3)c2)cc1 | 4 | -39 | -27 | -4 | -4 | -111 | 5 | -25 | -116 | 0.4 | -23
CC(=O)c1c(C)[nH]c(C(=O)OCc2nnc(-c3ccc([N+](=O)[O-])cc3)o2)c1C | 2 | 17 | 19 | -4 | -7 | 8 | x | 6 | -14 | -0.2 | 28
CCC(=O)N1CCCc2cc(S(=O)(=O)N3CCN(c4ncccn4)CC3)ccc21 | 21* | x | 66 | -15 | -10 | 18 | 0 | -7 | 5 | -0.8 | 10
COc1cccc(CN2CCCCC2C(=O)O)c1 (configuration not stated) | -2 | -4 | 10 | 1 | -6 | -17 | 0 | -2 | 12 | 1.5 | -4
COc1ccc(NS(=O)(=O)c2cccc3nsnc23)cc1Cl | -2 | -1 | 2 | 9 | -14 | 7 | 2 | -6 | 17 | -0.7 | -17
COc1ccc(C2Nc3ccccc3C(=O)N2Cc2ccccc2)cc1CSc1ccccn1 (configuration not stated) | 0 | 8 | 13 | -6 | -5 | 29 | -1 | -17 | 12 | -0.7 | 17
O=C(NNC1=Nc2ccccc2SC1)c1ccc(Cl)cc1 | -2 | -9 | 64 | 32 | 4 | 4 | 3 | 1 | -3 | -0.3 | 7
Cc1c(C(=O)N(C)Cc2cccc(F)c2)oc2c(Cl)cccc12 | -3 | 8 | -14 | 1 | -4 | 15 | -1 | -21 | -9 | 0.4 | 3
CC1CN(C(=O)c2cc(COc3c(F)cccc3F)on2)CCN1C (configuration not stated) | -9 | -5 | 1 | -7 | -2 | -18 | 1 | 10 | -28 | -0.3 | -8
CCN(c1ccc(F)cc1)S(=O)(=O)c1cccc2nsnc12 | 2 | 13 | 0 | 3 | -19 | 18 | -5 | -6 | 24 | -0.7 | 8
CN1CCN(c2ccccc2NC(=O)c2ccc(-c3cccc(Cl)c3)o2)CC1 | -9 | 1 | 24 | 21 | -8 | 24 | -2 | -4 | 12 | -0.3 | 1
N#C/C(=C\c1c(N2CCCCCC2)nc2ccccn2c1=O)C(=O)NC1CCS(=O)(=O)C1 (configuration not stated) | 1 | -20 | 6 | 11 | -9 | -95 | -2 | 24 | 11 | 6.5 | -9

Of the compounds above, these contain an NH in an aromatic ring:
SMILES | m5-HT2A agonist | PDI turbidity | Shn3 inh set2 | Cardio protect | CaV13 FRET inh | Peg3 promoter | NR2E3 ag-1 | NR2E3 ag-2 | HIF-2a inh | hiPSC survival | TRPM1 prom inh
O=C(Nc1nc2ccccc2[nH]1)c1cccc([N+](=O)[O-])c1 | 2 | 0 | -71 | 1 | 6 | -253 | 4 | -76 | -235 | -5.0 | -26
CCN(Cc1ccccc1)S(=O)(=O)c1c(C)[nH]c(C)c1C(=O)N1CCCC1 | -3 | 3 | -9 | 2 | -2 | 2 | 2 | 0 | 5 | -0.5 | -5
CC(=O)c1c(C)[nH]c(C(=O)OCc2nnc(-c3ccc([N+](=O)[O-])cc3)o2)c1C | 2 | 17 | 19 | -4 | -7 | 8 | x | 6 | -14 | -0.2 | 28

Additional compounds
SMILES | m5-HT2A agonist | PDI turbidity | Shn3 inh set2 | Cardio protect | CaV13 FRET inh | Peg3 promoter | NR2E3 ag-1 | NR2E3 ag-2 | HIF-2a inh | hiPSC survival | TRPM1 prom inh
Cc1ccc(C)c2[nH]c(=O)c(CCNS(=O)(=O)c3ccccc3)cc12 | -9 | -9 | -30 | 13 | -6 | 11 | 0 | -2 | -6 | 1.7 | -16
CCOc1ccc(CCNC(=O)c2ccc(CS(=O)Cc3ccc(Cl)cc3)o2)cc1OCC (configuration not stated) | 2 | 2 | 3 | 14 | -4 | 16 | -2 | 11 | 15 | 1.0 | 3
Nc1ncnc(Nc2ccc(S(N)(=O)=O)cc2)n1 | -4 | -4 | -5 | 11 | -4 | 15 | x | -22 | 15 | 14 | 10
O=C(CC1CCCC1)Nc1ccc(Cl)c(S(=O)(=O)N2CCOCC2)c1 | 4 | -1 | 34 | -10 | -6 | 28 | x | -9 | 7 | -3.4 | 2
C[C@@H]1CC2=C(C(=O)OC(C)(C)O2)[C@@H](C2CC2)O1 | 6 | x | x | x | -5 | x | x | -22 | -4 | 0.8 | x
Cc1ccc(NC(=O)CCn2nnc3ccccc32)c(C)c1 | 1 | 7 | -7 | -1 | -2 | -31 | 3 | -31 | -92 | -1.6 | -33
CN1C2CCC1CC(OC(c1ccccc1)c1ccccc1)C2 (configuration not stated) | -10 | 4 | -3 | 8 | 6 | -11 | 1 | -20 | 0 | -0.7 | -6
C[C@@H]1CN([C@H](C)CO)C(=O)c2cc(Br)cnc2O[C@@H]1CN(C)Cc1cncnc1 | 5 | -3 | 27 | 13 | -3 | 6 | x | -30 | 11 | -0.2 | x
C#CCNC(=O)C1=C[C@@H](C2CC2)[C@H](CCCO)[C@@H](OCC)O1 | -2 | -9 | -5 | 3 | -4 | 7 | 0 | 8 | 3 | -0.8 | -4
Cn1c2cc(C#N)sc2c2cnn(Cc3ccc(F)cc3)c(=O)c21 | -8 | 1 | 11 | -22 | -11 | 2 | x | -37 | 4 | 0.5 | 0
CCOc1cc(/C=C(/NC(C)=O)C(=O)O)cc(Cl)c1OCc1ccc(Br)cc1 | 3 | 8 | -9 | 2 | -5 | 0 | -3 | -14 | 5 | -0.8 | 13
Cc1ccc(Cl)c(OCCCCN(C)Cc2ccccc2)c1 | -7 | 1 | 36 | -5 | -3 | 18 | 0 | -24 | 12 | 3.2 | -2
O=C(c1cc(COc2ccc(F)c(F)c2)on1)N1CCOCC1 | 0 | 17 | -62 | -1 | -3 | -187 | -1 | -15 | -186 | -0.4 | -50
O=C(CCCC(=O)NCC1CCCO1)NCC1CCCO1 (configuration not stated) | -1 | 0 | 0 | 6 | -5 | 3 | 1 | -22 | 9 | -0.7 | -4
COC(=O)c1cc(OC)c(OC)cc1NC(=O)CSc1nnc(-c2cccnc2)n1C | 1 | -1 | -54 | -2 | -6 | 15 | -1 | -12 | 23 | -0.3 | 4
O=c1c2ccccc2nnn1CCc1ccccc1 | 6 | -6 | -88 | -2 | -6 | -333 | x | -128 | -191 | 7.2 | x
O=C(CCCCCn1c(=S)[nH]c2cc3c(cc2c1=O)OCO3)NCCc1ccccc1 | 2 | -10 | -8 | 1 | -3 | -3 | 14 | -3 | 0 | 1.9 | -2
Cn1c(=O)n(CC(=O)O)c(=O)c2c1nc1n2CCCN1CCc1ccccc1 | 8 | 13 | -1 | 4 | -2 | 9 | -3 | -4 | 14 | 0.6 | 6
CCCN(CC(=O)Nc1ccccc1OC)C(=O)Cn1c(=O)oc2ccccc21 | -5 | 2 | 1 | 0 | -7 | -4 | x | -6 | -6 | -0.6 | 18
CC(=N)c1c(O)cc(C)oc1=O | 0 | -5 | 7 | 0 | -4 | 10 | x | -3 | 11 | -2.3 | 4
CC1(C(=O)NS(=O)(=O)c2ccccc2Cl)CCN1C(=O)Cc1ccccc1Cl (configuration not stated) | -2 | 7 | 4 | -4 | -6 | 8 | x | 16 | 6 | 1.0 | x
CCc1ccc(S(=O)(=O)N/N=C\c2ccc([N+](=O)[O-])o2)cc1 | 2 | -14 | -2 | 1 | -4 | 11 | x | -10 | -2 | -0.5 | 6

3 records picked at random from the list so far:
SMILES | m5-HT2A agonist | PDI turbidity | Shn3 inh set2 | Cardio protect | CaV13 FRET inh | Peg3 promoter | NR2E3 ag-1 | NR2E3 ag-2 | HIF-2a inh | hiPSC survival | TRPM1 prom inh
CCCN(CC(=O)Nc1ccccc1OC)C(=O)Cn1c(=O)oc2ccccc21 | -5 | 2 | 1 | 0 | -7 | -4 | x | -6 | -6 | -0.6 | 18
O=C(CCCC(=O)NCC1CCCO1)NCC1CCCO1 (configuration not stated) | -1 | 0 | 0 | 6 | -5 | 3 | 1 | -22 | 9 | -0.7 | -4
CCOc1cc(/C=C(/NC(C)=O)C(=O)O)cc(Cl)c1OCc1ccc(Br)cc1 | 3 | 8 | -9 | 2 | -5 | 0 | -3 | -14 | 5 | -0.8 | 13
